PAFAH1B3 inh – inhibitors of human PAFAH1B3; Q15102; recombinant PAFAH1B3, FP-rhodamine probe, fluorescence polarization; inhibition, % at 3.39 µM; actives 0.28% (n = 340,000); AID 492972;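 active = inhibition above the screen-wide average of all tested compounds plus 3 SD, cut at about 25% in these data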;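 note: 0% = enzyme with DMSO only and 100% = wells lacking PAFAH1B3 protein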
Target sequence (Q15102 whole entry, looked up): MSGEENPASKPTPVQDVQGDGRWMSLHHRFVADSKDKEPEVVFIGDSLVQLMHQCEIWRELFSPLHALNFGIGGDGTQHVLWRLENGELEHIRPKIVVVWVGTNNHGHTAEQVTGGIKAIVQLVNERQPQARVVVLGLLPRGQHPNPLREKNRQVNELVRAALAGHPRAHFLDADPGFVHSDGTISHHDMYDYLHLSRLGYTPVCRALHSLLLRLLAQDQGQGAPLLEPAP
GSTO1 counter – blocks human GSTO1 in RBBP9 counter-screen; recombinant GSTO1, activity-based probe fluorescence polarization; inhibition, % at 5.96 µM; actives 1.1% (n = 300,000); AID 1974;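 active = inhibition above the campaign mean inhibition plus 3 SD, cut at about 35% in these data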;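 note: 0% = GSTO1-1 with DMSO and 100% = wells lacking GSTO1-1 enzyme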
PAD4 inh – blocks human protein arginine deiminase 4; Q9UM07; recombinant PAD4, RCA probe fluorescence polarization; inhibition, % at 6.36 µM; actives 0.41% (n = 330,000); AID 485272;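 active = percent inhibition above a cutoff equal to the mean of all tested compounds plus 3 SD, cut at about 15% in these data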;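 note: 0% = PAD4 with RCA probe and DMSO and 100% = probe without PAD4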
PREPL inh – inhibitors of human prolyl oligopeptidase-like enzyme PREPL | recombinant PREPL, fluorescence polarization activity-based probe | actives 0.68% (n = 320,000) | Q4J6C6 | inhibition, % at 5.96 µM; in the data active = inhibition above about 43%;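 note: 0% = enzyme with DMSO and 100% = wells lacking enzyme; many of its hits are not listed in these tables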
LYPLA2 inh – blocks human lysophospholipase 2, a PME1 counter-screen. actives 0.38% (n = 320,000). inhibition, % at 5.9 µM. AID 2177. recombinant LYPLA2, FP-Rh probe fluorescence polarization. O95372;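 active = inhibition above the screen-wide mean plus 3 SD, limit set per campaign, cut at about 26% in these data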;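 note: 0% = LYPLA2 with DMSO and 100% = wells lacking LYPLA2 enzyme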
PME-1 primary – PME-1 (human) inhibition; actives 0.53% (n = 320,000); Q9Y570; inhibition, % at 5.9 µM; recombinant PME-1, FP-Rh probe fluorescence polarization;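 active = inhibition above the campaign mean of all compounds plus 3 SD, cut at about 26% in these data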;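 note: competitive labeling of PME-1 active site by serine hydrolase directed probe; 0% = PME-1 with DMSO and 100% = wells lacking PME-1 enzyme; inhibitors block probe labeling so polarization falls and inhibition rises; many of its hits are not listed in these tables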
LYPLA1 inh – LYPLA1 (human) inhibition in PME1 counter-screen; recombinant LYPLA1, FP-Rh probe fluorescence polarization; inhibition, % at 5.9 µM; actives 0.16% (n = 320,000); AID 2174;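 active = inhibition above the mean of all tested compounds plus 3 SD, set per campaign, cut at about 14% in these data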;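 note: inhibitors block serine hydrolase probe labeling of LYPLA1 so polarization falls; 0% = enzyme with DMSO and 100% = wells lacking LYPLA1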
Target sequence (O75608 whole entry, looked up): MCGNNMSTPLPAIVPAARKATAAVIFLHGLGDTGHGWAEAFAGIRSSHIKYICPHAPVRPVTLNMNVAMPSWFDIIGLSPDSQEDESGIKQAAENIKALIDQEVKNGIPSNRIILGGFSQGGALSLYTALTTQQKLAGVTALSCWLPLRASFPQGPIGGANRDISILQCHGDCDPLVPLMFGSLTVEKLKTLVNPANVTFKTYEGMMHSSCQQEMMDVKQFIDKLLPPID
PAFAH1B2 FP inh – inhibitors of human PAFAH1B2; P68402; inhibition, % at 3.39 µM; AID 492953; recombinant PAFAH1B2, FP-rhodamine activity probe, fluorescence polarization; actives 1.2% (n = 340,000);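 active = inhibition above the mean of all tested compounds plus 3 SD, cut at about 24% in these data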;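 note: 0% = enzyme with DMSO and 100% = wells lacking PAFAH1B2; many of its hits are not listed in these tables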
pPAFAH inh – pPAFAH (human) enzyme inhibition; recombinant pPAFAH, FP-rhodamine probe fluorescence polarization; inhibition, % at 3.39 µM; actives 1.5% (n = 330,000); AID 463082;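 active = inhibition above the mean inhibition across the screen plus 3 SD, cut at about 25% in these data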;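 note: inhibitors block binding of the rhodamine activity-based probe so polarization drops; 0% = enzyme with DMSO and 100% = wells lacking pPAFAH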
Target sequence (Q13093 whole entry, looked up): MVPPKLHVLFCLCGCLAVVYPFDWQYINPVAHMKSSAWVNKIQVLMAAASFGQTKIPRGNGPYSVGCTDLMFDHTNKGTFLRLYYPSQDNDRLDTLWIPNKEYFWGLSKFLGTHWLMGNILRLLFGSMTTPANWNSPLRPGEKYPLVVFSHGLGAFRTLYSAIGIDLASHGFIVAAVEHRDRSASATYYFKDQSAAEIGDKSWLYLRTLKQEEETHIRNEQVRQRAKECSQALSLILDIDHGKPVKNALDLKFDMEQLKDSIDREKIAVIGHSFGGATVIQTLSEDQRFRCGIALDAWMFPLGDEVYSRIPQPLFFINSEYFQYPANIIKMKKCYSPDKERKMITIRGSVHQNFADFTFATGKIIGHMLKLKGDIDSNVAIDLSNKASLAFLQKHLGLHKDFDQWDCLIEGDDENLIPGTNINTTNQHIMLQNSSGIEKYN
Starred values were filed as active, the others as inactive; / = no result given. The list is partial (hit frequency here may not be typical).

A first look:
SMILES	PAFAH1B3 inh	GSTO1 counter	PAD4 inh	PREPL inh	LYPLA2 inh	PME-1 primary	LYPLA1 inh	PAFAH1B2 FP inh	pPAFAH inh
COc1ccc(-n2nc(C(=O)NCC(=O)NCc3ccco3)c3ccccc3c2=O)c(OC)c1	-2	0	4	-3	10	7	-1	4	-1
COc1cc(NS(=O)(=O)c2ccc(NS(=O)(=O)c3ccccc3)cc2)nc(OC)n1	9	3	3	0	0	-2	2	16	2
CC1CCN(C(=S)c2cccc(O)c2)CC1	4	15	-6	14	1	-5	0	11	-4
N#Cc1ccc(NC(=O)CCc2ccc(S(=O)(=O)N3CCOCC3)cc2)cc1	0	0	-2	-6	9	-4	2	-4	2
COc1ccc(-n2ncc3c2CC(C)(C)CC3NC(=O)c2ccnn2C)cc1 (configuration not stated)	4	1	-1	0	-3	-2	4	2	6
Cc1nnc(SCC(=O)Nc2nnc(SCc3cccc(Br)c3)s2)s1	-2	-7	-3	-20	6	-6	1	3	2
N#Cc1ccsc1NC(=O)CN1CCCCCC1	3	-5	2	15	8	-2	4	-1	3
CCCOc1ccc(NC(=O)CC2C(=O)N(CC)C(=S)N2CCNC(C)=O)cc1 (configuration not stated)	3	0	-1	1	-2	-1	-2	-1	-1
O=C(O)Cc1ccc(-n2cccc2)cc1	1	1	-1	9	-3	-9	-3	5	6
CC(=O)Nc1ccc(Nc2ccc3c4c(cc(=O)n3C)-c3ccccc3C(=O)c24)cc1	3	14	3	14	9	4	4	3	9
N#Cc1sc(NCc2cccc(Cl)c2)nc1Cl	5	3	-2	-5	1	1	-7	15	5
COc1ccc(N(CCCN2C(=O)c3cccc4cccc(c34)C2=O)C(=O)c2cccnc2)cc1	2	-8	-3	-2	-2	0	1	3	6
O=[N+]([O-])c1ccc(-c2ccn[nH]2)o1	0	21	-3	2	0	3	2	6	6
C=CCN(N=Nc1cccc([N+](=O)[O-])c1)c1cccc([N+](=O)[O-])c1	4	-1	-11	9	-4	7	2	-1	10

Results, previewed entries included:
SMILES	PAFAH1B3 inh	GSTO1 counter	PAD4 inh	PREPL inh	LYPLA2 inh	PME-1 primary	LYPLA1 inh	PAFAH1B2 FP inh	pPAFAH inh
COc1ccc(-n2nc(C(=O)NCC(=O)NCc3ccco3)c3ccccc3c2=O)c(OC)c1	-2	0	4	-3	10	7	-1	4	-1
COc1cc(NS(=O)(=O)c2ccc(NS(=O)(=O)c3ccccc3)cc2)nc(OC)n1	9	3	3	0	0	-2	2	16	2
CC1CCN(C(=S)c2cccc(O)c2)CC1	4	15	-6	14	1	-5	0	11	-4
N#Cc1ccc(NC(=O)CCc2ccc(S(=O)(=O)N3CCOCC3)cc2)cc1	0	0	-2	-6	9	-4	2	-4	2
COc1ccc(-n2ncc3c2CC(C)(C)CC3NC(=O)c2ccnn2C)cc1 (configuration not stated)	4	1	-1	0	-3	-2	4	2	6
Cc1nnc(SCC(=O)Nc2nnc(SCc3cccc(Br)c3)s2)s1	-2	-7	-3	-20	6	-6	1	3	2
N#Cc1ccsc1NC(=O)CN1CCCCCC1	3	-5	2	15	8	-2	4	-1	3
CCCOc1ccc(NC(=O)CC2C(=O)N(CC)C(=S)N2CCNC(C)=O)cc1 (configuration not stated)	3	0	-1	1	-2	-1	-2	-1	-1
O=C(O)Cc1ccc(-n2cccc2)cc1	1	1	-1	9	-3	-9	-3	5	6
CC(=O)Nc1ccc(Nc2ccc3c4c(cc(=O)n3C)-c3ccccc3C(=O)c24)cc1	3	14	3	14	9	4	4	3	9
N#Cc1sc(NCc2cccc(Cl)c2)nc1Cl	5	3	-2	-5	1	1	-7	15	5
COc1ccc(N(CCCN2C(=O)c3cccc4cccc(c34)C2=O)C(=O)c2cccnc2)cc1	2	-8	-3	-2	-2	0	1	3	6
O=[N+]([O-])c1ccc(-c2ccn[nH]2)o1	0	21	-3	2	0	3	2	6	6
C=CCN(N=Nc1cccc([N+](=O)[O-])c1)c1cccc([N+](=O)[O-])c1	4	-1	-11	9	-4	7	2	-1	10
C=CCn1c(SCC(=O)C(C)(C)C)nnc1-c1ccccn1	9	6	-2	1	-2	-5	-1	0	2
CCOc1ncccc1C(=O)OCC(=O)N1CCc2ccccc21	0	14	-2	-3	4	5	2	-3	9
O=C(CSc1n[nH]c(=O)[nH]c1=O)c1cccc([N+](=O)[O-])c1	5	3	-1	-7	3	6	1	0	0
CSCCn1c(C(C)(C)C)cc(C(=O)O)c1C	-6	3	-1	5	-6	-4	-1	6	-10
COc1ccc(C(=O)CCS(=O)(=O)c2ccc(F)cc2)cc1OC	0	-4	-5	-3	5	-3	-1	1	0
CC(C)Oc1ccc(C(CCN)C2CCCCC2)cc1 (configuration not stated)	4	1	1	28	5	0	0	3	2
COc1ccc(-c2c([C@H]3[C@H]4C=CC[C@@H](C)[C@@H]4C(=O)N3Cc3ccccc3)ccc3ccccc23)cc1OC	1	-3	-3	0	-2	0	-2	1	6
COc1ccc(-c2csc(NC(=O)CSCC(=O)Nc3cc(C)on3)n2)cc1	5	/	2	-7	0	5	1	1	2
COCCn1c(SCC(=O)Nc2ccccc2F)nc2c([nH]c3ccccc32)c1=O	6	1	-2	3	-1	0	1	-4	4
COc1ccc(OCCC(=O)OCC(=O)c2ccc[nH]2)cc1	3	-1	-11	-3	7	2	5	1	6
O=C(C[n+]1cc(Br)cc(Br)c1)c1ccccc1	3	4	-6	11	-1	-1	0	2	8
CCCOc1ccc(C(NC(=O)CC(C)C)NC(=O)CC(C)C)cc1OC	-4	2	-3	14	-1	1	2	0	0
O=C(Nc1ccnn1C1CCN(Cc2cc(Cl)ccc2O)CC1)C1CC1	5	-1	-4	5	2	-4	-3	-3	1
Cc1ccc2nc(Cl)c(/C=C/C(=O)c3ccco3)cc2c1	-8	9	-3	0	-5	-6	-2	5	3
COc1ccc(C(=O)CC(=O)C(=O)Nc2c(C)cccc2C)cc1	7	29	0	6	4	-3	0	4	9
O=C1N(Cc2cccc(Cl)c2)C[C@@H]2C[C@@H](c3ccsc3)N3CCC[C@@]123	2	3	1	4	-6	2	-1	-2	-5
CN1CCN(CC(=O)Nc2c(C#N)cnn2-c2ccccc2)CC1	/	-3	1	-3	1	0	-1	/	8
CCOC(=O)/C(C#N)=C1/C=CN(C)C(C)=N1	3	-5	3	-3	4	-2	-1	0	-6
Cc1ccc(OCC(=O)Sc2ccc(C)cc2)cc1	5	2	-3	13	4	-5	0	5	-7
CC(=O)c1cccc(NC(=O)c2oc(C)nc2C)c1	5	-5	-1	-2	1	0	1	5	6
CN(C)C(=O)NC1CCCCCCCCCCC1	12	4	-3	-1	-5	-1	-6	36*	-1
Cn1cc(CN2CCCC(CNC(=O)c3ccc4c(c3)OCO4)C2)c2ccccc21 (configuration not stated)	11	8	-5	-6	1	-1	-1	6	1
CCOc1ccc(CN2C(=O)c3ccccc3C2C(=O)NCC2CCCO2)cc1 (configuration not stated)	-3	6	-5	3	5	-5	-1	-2	3
CCOc1ccc2oc(C(=O)Nc3nccs3)c(C)c2c1	3	/	-7	1	/	/	/	5	-1
Cc1ccc(-c2csc3ncnc(SCC(=O)NCc4ccc5c(c4)OCO5)c23)cc1	4	1	-1	-5	-10	0	-9	1	5
CC(C)Cn1c(N)c(C(=O)COC(=O)c2cc(-c3ccco3)nc3ccccc23)c(=O)n(C)c1=O	8	-6	-8	-21	-19	-18	-14	4	8
CCOc1cccc(C2/C(=C(/O)c3ccc4c(c3)CC(C)O4)C(=O)C(=O)N2CCCn2ccnc2)c1 (configuration not stated)	3	4	3	-4	-2	-2	1	-1	2
COCc1cc(C)nc(NCCO)c1C#N	5	9	-2	-9	-2	-4	-1	1	0
CCC[C@@H](CN1CCC[C@H]1CN1C(N)=NC[C@H]1CC(C)C)N1C[C@@H](Cc2ccccc2)N(CCCC2CCCC2)C1=N	11	/	-4	49*	/	/	/	3	-2
CC(=O)Nc1ccc(NC(=O)C2CCCN2C(=O)Nc2ccc(F)c([N+](=O)[O-])c2)cc1 (configuration not stated)	17	10	3	-2	-5	-6	-1	3	2
O=C(COC(=O)c1cnc(Cl)c(Cl)c1)c1ccc(F)cc1	11	/	0	9	/	/	/	7	0
CCN(CC)C(=O)Cn1cc(C(=O)C(=O)N2CC=C(c3ccccc3)CC2)c2ccccc21	1	-5	-11	-13	-1	-3	2	0	1
Cc1ccccc1Cn1nc(C)c(NC(=O)c2ccccc2)c1C	-1	2	-2	9	5	1	1	2	3
CN1CCC(=NNc2ccc(S(=O)(=O)N3CCOCC3)cc2[N+](=O)[O-])CC1	3	15	-2	7	10	-2	0	4	2
CCN(C[C@H]1N[C@@](CC)(C(=O)OC)[C@H]2C(=O)N(Cc3ccccc3)C(=O)[C@@H]12)C(C)=O	1	/	1	3	/	/	/	3	0
CNS(=O)(=O)c1cn(CC(=O)N(C)Cc2ccccc2)cc1S(=O)(=O)NC	-4	1	1	4	3	-1	0	4	2
COc1ccccc1OCC(=O)Nc1ccc(S(=O)(=O)Nc2cc(C)nc(C)n2)cc1	-1	-5	-4	-6	-1	-3	-7	2	2
CCOc1ccc2[nH]c(=O)c(CN(CCCN3CCOCC3)Cc3nnnn3Cc3ccc(OC)cc3)cc2c1	2	4	-1	29	7	0	1	3	2
COC(=O)Cn1cc(C(=O)C(F)(F)F)c2ccccc21	0	5	5	13	5	-10	5	0	0
CS(=O)(=O)c1ccc(C(=O)N(Cc2ccccc2)c2ccccc2)cc1	-3	3	0	3	5	3	-3	9	4
COC(=O)[C@]1(C)CCC[C@@]2(C)C3CC[C@]4(OC(C)=O)C[C@@]3(CCC21)CC4=NO (some centres not stated)	-7	/	-2	10	4	-1	2	-7	-4
CC(C)c1nnc2c(N(C)S(=O)(=O)c3ccccc3)nc3ccccc3n12	3	-1	-1	8	3	6	1	3	5
CCC(C)[C@H](N)c1cn([C@@H](Cc2ccc(O)cc2)C(=O)N2CCNCC2)nn1 (some centres not stated)	1	-1	0	3	0	4	1	6	-5
COc1ccc(OC)c(/C=N/N=C(\N)c2nonc2N)c1	4	6	4	-5	-2	-2	-3	9	4
COc1ccc(-n2cc(-c3ccc(Cl)cc3)[nH]c2=S)cc1	6	1	-5	10	-2	4	1	6	6

Bioassay records: PubChem BioAssay, The Scripps Research Institute Molecular Screening Center
